# RTF Ca sens inh: cardiac RTF calcium desensitization; 340,000 compounds, 0.12% hits; inhibition, % at 7.15 µM; AID 493244; IANBD-labeled cardiac RTF, Ca2+ fluorescence;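 active = inhibition above the mean inhibition of all tested compounds plus 3 SD, cut at about 17% in these data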;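 note: assay run at fixed EC70 calcium of 1.6 mM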
# DSG3 Ab inh: human desmoglein-3 autoantibody binding inhibition; DSG3-coupled beads, scFv-anti-DSG3-GFP binding, flow cytometry; active compounds read low; binding (percent of control), % at 10 µM; AID 588358; 310,000 compounds, 0.48% hits;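 active = binding more than 3 SD below its plate's average and above zero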;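 note: hits lower antibody fragment binding to DSG3; some compounds called inactive have numbers as strong as hits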
# V-ATPase pH: regulators of yeast V-ATPase proton transport | S. cerevisiae, pHLuorin cytosolic pH fluorescence | response, % at 10 µM | 350,000 compounds, 0.37% hits | AID 504577; in the data active = response mostly above about 7.3%, no sharp cut-off; inactive = mostly below about 5.4%; note: actives read high; inactives centre near 0; some compounds called inactive have numbers as strong as hits
# Arrestin-AP2 inh: inhibitors of human beta-arrestin and AP2 interaction; 340,000 compounds, 0.31% hits; inhibition, % at 10 µM; FITC-arrestin peptide / GST-AP2 beads, flow cytometry; AP2 beta2 appendage carries R879A mutation;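 active = inhibition above a set limit, near 3 SD of compounds lacking own fluorescence, cut at about 54% in these data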;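 note: plate controls were DMSO wells for no effect and 5 µM unlabelled arrestin peptide for full effect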
#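 Assay system: GST-AP2 R879A bound to glutathione beads, E. coli-expressed; Medium: PBS with 0.05% Tween 20 and 0.1% BSA; Also added: fluorescein-tagged arrestin peptide at 50 nM final; Timing: 12 min plus 1 h, RT; Measured by: flow cytometry, FL1 (488/535 nm); Evaluation: percent drop in bead-associated FITC signal.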
# C-LANA FP: blocks KSHV LANA C-terminal domain binding to DNA; MBP-C-LANA/FAM-LBS DNA binding, fluorescence polarization; inhibition, % at 9 µM; 340,000 compounds, 0.078% hits;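 active = highest replicate inhibition at or above 60% at 9 µM, even if other replicates fall short; inactive = all replicates below 60% inhibition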;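 note: 0% = neutral control wells and 100% = 4 µM acridine orange control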
# NSD2 inh: NSD2 (human) methyltransferase inhibition | O96028 | NSD2 peptide methylation, AlphaScreen, 120 min | inhibition, % at 12.5 µM | 310,000 compounds, 0.54% hits | AID 743445; in the data active = inhibition above about 50%
# Target sequence (O96028 whole entry, looked up): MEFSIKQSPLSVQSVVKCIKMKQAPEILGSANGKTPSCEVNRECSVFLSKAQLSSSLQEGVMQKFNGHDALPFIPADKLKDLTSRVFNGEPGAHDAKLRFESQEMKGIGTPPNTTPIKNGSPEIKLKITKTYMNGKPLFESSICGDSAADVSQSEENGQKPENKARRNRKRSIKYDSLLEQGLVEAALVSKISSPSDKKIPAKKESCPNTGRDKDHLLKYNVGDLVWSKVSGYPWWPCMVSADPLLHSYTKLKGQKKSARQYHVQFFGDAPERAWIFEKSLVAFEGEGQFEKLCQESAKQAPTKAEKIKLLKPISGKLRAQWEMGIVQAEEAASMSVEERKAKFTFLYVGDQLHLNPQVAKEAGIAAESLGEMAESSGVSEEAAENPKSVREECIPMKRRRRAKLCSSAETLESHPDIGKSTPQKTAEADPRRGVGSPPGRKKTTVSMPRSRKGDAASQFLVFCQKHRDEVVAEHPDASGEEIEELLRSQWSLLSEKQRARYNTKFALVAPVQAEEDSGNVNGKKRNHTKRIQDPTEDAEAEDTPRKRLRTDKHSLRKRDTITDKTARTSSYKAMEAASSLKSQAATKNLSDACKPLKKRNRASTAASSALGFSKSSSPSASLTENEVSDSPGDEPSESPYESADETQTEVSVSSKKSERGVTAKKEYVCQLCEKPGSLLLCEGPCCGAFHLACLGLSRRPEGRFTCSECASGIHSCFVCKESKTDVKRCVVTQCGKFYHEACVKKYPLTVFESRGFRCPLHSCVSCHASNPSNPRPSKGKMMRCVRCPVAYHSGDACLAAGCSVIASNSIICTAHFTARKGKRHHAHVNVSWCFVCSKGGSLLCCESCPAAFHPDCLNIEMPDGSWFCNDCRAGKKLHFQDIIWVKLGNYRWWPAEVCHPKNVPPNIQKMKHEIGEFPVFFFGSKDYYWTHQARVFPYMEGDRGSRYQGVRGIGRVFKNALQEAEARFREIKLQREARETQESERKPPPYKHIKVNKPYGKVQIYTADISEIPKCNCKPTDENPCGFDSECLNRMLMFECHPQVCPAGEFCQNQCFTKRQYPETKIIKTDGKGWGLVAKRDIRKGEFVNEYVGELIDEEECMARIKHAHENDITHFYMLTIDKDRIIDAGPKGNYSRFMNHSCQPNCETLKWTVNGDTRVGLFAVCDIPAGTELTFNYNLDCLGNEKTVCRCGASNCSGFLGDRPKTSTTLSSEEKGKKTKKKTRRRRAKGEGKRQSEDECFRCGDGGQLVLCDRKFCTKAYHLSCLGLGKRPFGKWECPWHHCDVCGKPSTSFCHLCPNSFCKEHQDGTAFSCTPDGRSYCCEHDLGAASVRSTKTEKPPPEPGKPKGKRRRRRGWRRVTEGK
# CAL PDZ FP-1: human CAL PDZ-peptide interaction inhibition. AID 504414. Q9HD26. 330,000 compounds, 0.02% hits. inhibition, % at 20 µM. purified CAL PDZ, TMR-peptide fluorescence polarization, 1 h;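 active = highest replicate inhibition of at least 40%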;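 note: plate controls were DMSO neutral control wells for no effect and unlabeled competitor peptide control wells for full effect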
#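 Read-out basis: mP drop reported as inhibition | Assay system: Tagged CAL PDZ protein CerCALP, purified | Benchmarks: Unlabelled peptide for full inhibition, DMSO wells as neutral | Schedule: 1 h incubation at room temperature before polarization reading | Buffer or medium: Sodium phosphate/NaCl buffer pH 7.4 with TCEP, IgG, Thesit | Doses: Single point, 20 µM | Measured by: Fluorescence polarization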
# DAGLB inh: blocks human DAGLB lipase activity. 340,000 compounds, 0.059% hits. HEK293T DAGLB membrane lysate, EnzChek fluorogenic substrate. inhibition, % at 5.17 µM. Q8NCG7; in the data active = inhibition above about 34%;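 note: 0% = enzyme with vehicle and 100% = wells lacking enzyme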
# CAL PDZ FP-2: CAL PDZ (human) peptide binding inhibition; inhibition, % at 24.9 µM; AID 602252; 300,000 compounds, 0.92% hits; Q9HD26; purified CAL PDZ, TMR-peptide fluorescence polarization, 1 h;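 active = mean inhibition of at least 30% with at least half of replicates also reaching 30%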;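 note: 0% = DMSO neutral control and 100% = excess unlabeled competitor peptide PRC23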
# Keap1-Nrf2 PPI: inhibitors of human Keap1-Nrf2 protein-protein interaction | Q14145 | Keap1 Kelch-Nrf2 peptide fluorescence polarization, 1536-well | inhibition, % at 9.4 µM | 340,000 compounds, 0.15% hits | AID 504523; in the data active = inhibition above about 12%;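 note: human Keap1 Kelch domain with fluorescein labeled Nrf2 9mer peptide probe; 0% = neutral control wells and 100% = peptide positive control; higher means more block of Keap1 binding to Nrf2 peptide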
# * marks the source's active call; other numbers are inactive results; nt = not tested or not shown. Not all compounds are listed; rates above refer to the full screens.
(1) COc1cc(NC(=O)c2cc3sccc3n2C)cc(OC)c1
(2) COC(=O)[C@@]1(Cc2ccccc2)[C@H]2C(=O)N(Cc3ccccc3)C(=O)[C@H]2[C@H]2CN=C(SCC3CC3)N21
(3) COc1ccc(C(=O)NC2CC2)cc1OC1CCN(Cc2ccc(F)cc2F)CC1
(4) Cc1cccc(C)c1-c1ccc(CN2C(CC(C)C)C(=O)N(Cc3cn(CCO)nn3)CCS2(=O)=O)cc1 (stereo not given)
(5) CCOC(=O)COc1ccc(CCNC(C)=O)cc1
(6) O=c1c(-c2ccccc2Cl)c[nH]n1-c1ccccc1
(7) Cc1cccc(NCc2nc(SCC(=O)Nc3ccccc3Br)n[nH]2)c1
(8) O=C(CN(Cc1ccccc1)S(=O)(=O)c1ccc(F)cc1)NCc1ccccn1
entry no.	1	2	3	4	5	6	7	8
RTF Ca sens inh	-9	-11	-5	0	-11	-2	-4	1
DSG3 Ab inh	103	102	119	97	94	91	121	96
V-ATPase pH	0	-1	2	2	-2	-4	-1	-5
Arrestin-AP2 inh	1	-14	1	-17	-4	34	5	22
C-LANA FP	0.3	-2.1	1.2	-2.0	0.4	2.1	7.5	2.1
NSD2 inh	3	nt	1	nt	-11	4	2	-2
CAL PDZ FP-1	nt	-0.1	-0.6	0.3	0.0	0.9	-0.6	1.0
DAGLB inh	1	-2	-1	-4	4	-1	1	0
CAL PDZ FP-2	1	12	-5	-9	nt	6	-3	-2
Keap1-Nrf2 PPI	-7	-3	-1	2	1	-1	-3	0

(9) Cn1cc(Br)c(C(=O)NNC(=O)c2ccccc2)n1
(10) COc1cccc(CN2C(=O)C3(C(C#N)=C(N)OC4=C3C(=O)CCC4)c3ccccc32)c1 (stereo not given)
(11) CCOc1cc2c(cc1OCC)C(c1ccc(C(=O)O)cc1)NCC2 (stereo not given)
(12) COc1ccc(NC(=O)c2ccco2)cc1N
(13) c1nc(N2CCOCC2)c2[nH]cnc2n1
(14) CS(=O)(=O)Nc1cccc(-c2cnc3ccccc3n2)c1
(15) Cc1cc(C(=O)NC(C)C2CCCO2)c(C)o1 (stereo not given)
(16) CCN(c1ccccc1)S(=O)(=O)c1cc(NC(=O)CN2CCN(C)CC2)ccc1Cl
entry no.	9	10	11	12	13	14	15	16
RTF Ca sens inh	7	-5	-6	-3	5	-3	0	3
DSG3 Ab inh	108	104	105	96	104	92	118	92
V-ATPase pH	1	2	0	2	6	0	-1	-4
Arrestin-AP2 inh	11	-5	11	1	-4	11	16	34
C-LANA FP	0.7	2.8	-2.1	-1.7	1.5	2.7	18	0.2
NSD2 inh	-2	-2	0	3	-2	-1	2	6
CAL PDZ FP-1	0.5	-3.3	-0.1	-0.9	0.5	-2.9	0.3	-1.5
DAGLB inh	-2	-1	-5	-4	-1	-3	0	-4
CAL PDZ FP-2	-4	-2	-4	-4	nt	-2	-2	nt
Keap1-Nrf2 PPI	-2	0	-6	-5	-1	-1	-6	-6

(17) COc1ccc(CCNC(=O)c2ccccc2NC(=O)CN2CCN(c3ccccc3O)CC2)cc1
(18) Cc1cccnc1NC(=O)CCCc1c[nH]c2ccccc12
(19) O=C(COc1ccc(-c2nnco2)cc1)N1CCN(S(=O)(=O)c2ccc3ccccc3c2)CC1
(20) COc1ccc(OC)c(/C=C2\S/C(=N/NC(=O)c3ccc4ccccc4c3)NC2=O)c1
(21) O=C1NCCN1c1ccc(CN2CCN(C3CCCCC3)C(CCO)C2)cc1 (stereo not given)
(22) COc1ccc(NC(=O)CN2CCN(c3ccccc3Cl)CC2)cc1
(23) C=CCn1ncc(OC)c(Cl)c1=O
(24) CC(=O)Cc1nsc(NC(=O)C2Cc3ccccc3C(=O)O2)n1 (stereo not given)
entry no.	17	18	19	20	21	22	23	24
RTF Ca sens inh	6	-1	-6	-5	-4	-10	-2	-5
DSG3 Ab inh	96	106	102	107	108	104	102	105
V-ATPase pH	3	5	6	-1	-3	1	3	-10
Arrestin-AP2 inh	-10	34	-8	7	10	4	5	11
C-LANA FP	0.4	-0.1	1.4	14	1.4	-0.9	-1.8	0.0
NSD2 inh	0	-2	2	7	20	-3	-7	nt
CAL PDZ FP-1	0.1	-4.3	1.0	-1.6	-1.6	-0.8	-1.2	-0.3
DAGLB inh	-1	7	0	20	5	-3	0	2
CAL PDZ FP-2	-8	-3	42*	-3	-2	nt	nt	nt
Keap1-Nrf2 PPI	-3	-2	3	3	4	0	-2	1

(25) CCN(CC(=O)Nc1cccc(F)c1)Cc1nc2ccccc2c(=O)[nH]1
(26) Cc1cccc2cc(CN(Cc3ccccc3)C(=O)c3cccc(F)c3)c(Cl)nc12
(27) C=CCn1c(-c2ccccc2[N+](=O)[O-])n[nH]c1=S
(28) Cc1cc(=O)oc(C)c1C(=O)Nc1ccc2nsnc2c1
(29) COC(=O)C1=C(C)N(C)C(C)=C(C(=O)OC)C1c1ccccn1
(30) NNc1nc(-c2ccccc2Cl)nc2sc3c(c12)CCCC3
(31) CC1CCCC(C(=O)OCc2ccccc2)N1 (stereo not given)
(32) C=CCNC(=O)CN1N=C(c2ccc(C)cc2)CCC1=O
entry no.	25	26	27	28	29	30	31	32
RTF Ca sens inh	-6	-2	-1	6	0	-2	-1	0
DSG3 Ab inh	119	121	101	105	100	82	98	99
V-ATPase pH	-2	0	-1	3	-2	-2	1	8
Arrestin-AP2 inh	49	-9	3	2	4	12	6	-9
C-LANA FP	-2.1	-0.6	-0.1	1.2	-0.4	-1.3	-1.3	1.6
NSD2 inh	6	-1	-1	nt	14	2	-2	-2
CAL PDZ FP-1	-0.8	-1.5	-0.3	nt	0.4	-1.3	-2.9	-0.2
DAGLB inh	0	-12	2	1	0	-5	2	3
CAL PDZ FP-2	-4	-3	2	-2	nt	3	-6	-1
Keap1-Nrf2 PPI	-2	0	0	-2	1	-5	-1	-1

# Full records from above. Order of values: RTF Ca sens inh | DSG3 Ab inh | V-ATPase pH | Arrestin-AP2 inh | C-LANA FP | NSD2 inh | CAL PDZ FP-1 | DAGLB inh | CAL PDZ FP-2 | Keap1-Nrf2 PPI
# CC1CCCC(C(=O)OCc2ccccc2)N1 (stereo not given) across the screens: -1 | 98 | 1 | 6 | -1.3 | -2 | -2.9 | 2 | -6 | -1
# NNc1nc(-c2ccccc2Cl)nc2sc3c(c12)CCCC3 across the screens: -2 | 82 | -2 | 12 | -1.3 | 2 | -1.3 | -5 | 3 | -5

# 5 compounds already listed, ordered by the value under NSD2 inh, lowest first:
nr	compound	NSD2 inh
31	CC1CCCC(C(=O)OCc2ccccc2)N1 (stereo not given)	-2
26	Cc1cccc2cc(CN(Cc3ccccc3)C(=O)c3cccc(F)c3)c(Cl)nc12	-1
30	NNc1nc(-c2ccccc2Cl)nc2sc3c(c12)CCCC3	2
25	CCN(CC(=O)Nc1cccc(F)c1)Cc1nc2ccccc2c(=O)[nH]1	6
29	COC(=O)C1=C(C)N(C)C(C)=C(C(=O)OC)C1c1ccccn1	14

# Additional entries.
(33) COc1ccc(C(CNC(=O)Nc2ccccc2)N2CCN(C)CC2)cc1 (stereo not given)
(34) COc1ccc(NC(=O)c2sc3nc(N4CCOCC4)c4c(c3c2N)CC(C)(C)OC4)c(OC)c1
(35) CC1=C(C)C(=O)N(c2ccc(C(=O)O)cc2)C1=O
(36) COc1ccc(NC(=O)CN2C(=O)CSc3ccc(S(=O)(=O)N4CCCC4)cc32)cc1OC
(37) O=[N+]([O-])c1ccc(-c2ccc(/C=N/n3cnnc3)o2)c(Br)c1
(38) C/C(CC(=O)NC1CCCCC1)=N\NC(=O)c1ccccn1
(39) Cc1cccc(C2NC(c3cccc(C)c3)C([N+](=O)[O-])C(C)(C)C2[N+](=O)[O-])c1 (stereo not given)
(40) COc1ccccc1N1CCN(C(=O)c2ccc(NS(=O)(=O)c3ccc(C)cc3)cc2)CC1
entry no.	33	34	35	36	37	38	39	40
RTF Ca sens inh	-6	-11	-9	-4	-5	-17	-4	-4
DSG3 Ab inh	nt	88	219	109	97	105	93	99
V-ATPase pH	-1	-6	-1	4	-1	4	-1	-2
Arrestin-AP2 inh	-5	-13	3	5	35	5	12	-13
C-LANA FP	1.1	1.0	-0.6	1.4	-0.7	2.6	-0.5	0.2
NSD2 inh	-1	10	-3	7	6	-9	1	1
CAL PDZ FP-1	-1.7	0.8	-0.3	-1.8	0.1	0.2	-0.6	0.0
DAGLB inh	-2	0	-1	-4	0	-4	-12	1
CAL PDZ FP-2	-1	-1	-3	-4	-2	2	-1	-4
Keap1-Nrf2 PPI	-2	-1	-5	2	-2	1	0	1

(41) CCOC(=O)c1[nH]c2ccc(OC)cc2c1NC(=O)CCN1CCN(Cc2ccccc2)CC1
(42) CC1=CC(C)C2C(=O)N(c3ccccc3)C(=O)C2C1 (stereo not given)
(43) COc1cccc(C(=O)Nc2ccc(-c3nnc(-c4ccco4)o3)cc2)c1
(44) Cc1cccc(CNc2ncnc3ccc(-c4ccc5c(c4)OCCO5)cc23)c1
(45) Cc1nn(Cc2ccccc2Cl)c(C)c1C(=O)NCc1ccco1
(46) CN(CC(=O)Nc1ccccc1Cl)C(=O)COC(=O)c1ccc(Cl)cc1[N+](=O)[O-]
(47) CN(CC(=O)Nc1ccc(F)c(F)c1)S(=O)(=O)c1cccc2cccnc12
(48) Cc1ccc(S(=O)(=O)N2CCOCC2)cc1NC(=O)COC(=O)c1ccc(Cl)nc1
entry no.	41	42	43	44	45	46	47	48
RTF Ca sens inh	-14	7	-5	8	-1	-5	-7	-5
DSG3 Ab inh	90	92	100	100	99	nt	102	92
V-ATPase pH	-2	-3	3	4	-2	-2	-3	-1
Arrestin-AP2 inh	-8	29	9	5	3	-5	-2	14
C-LANA FP	-0.8	0.0	-1.7	1.7	-1.5	0.9	1.3	-1.2
NSD2 inh	4	5	-5	nt	-2	2	7	0
CAL PDZ FP-1	-0.8	-2.9	-1.3	-0.2	-2.7	-2.5	-3.4	-0.9
DAGLB inh	-2	1	-7	-5	3	1	-4	1
CAL PDZ FP-2	-5	-2	3	-2	nt	-3	-3	nt
Keap1-Nrf2 PPI	0	-4	-2	3	-7	-4	0	-1

(49) CS(=O)(=O)N(CCc1ccccc1)CC(=O)Nc1ccc(OCc2ccccc2)cc1
(50) CCOC(=O)c1c(-c2ccccc2)oc2ccc(OC)cc12
(51) O=C(NCc1ccccn1)c1coc(=O)c(Br)c1
(52) CCC1CCc2c(sc3ncnc(N4CCOCC4)c23)C1 (stereo not given)
(53) COc1ccc(-c2nnc(SCC(=O)N(C)C3CCS(=O)(=O)C3)n2CC(C)C)cc1 (stereo not given)
entry no.	49	50	51	52	53
RTF Ca sens inh	-1	0	3	-4	nt
DSG3 Ab inh	102	99	nt	nt	101
V-ATPase pH	-6	-1	3	5	0
Arrestin-AP2 inh	25	23	4	-5	nt
C-LANA FP	1.7	0.8	0.0	0.7	nt
NSD2 inh	0	-5	2	-2	-1
CAL PDZ FP-1	1.1	1.0	0.5	-3.8	nt
DAGLB inh	-2	-10	-2	-5	1
CAL PDZ FP-2	1	-2	-1	-3	nt
Keap1-Nrf2 PPI	0	1	-2	-3	nt
